# LYP phosphatase – inhibitors of LYP phosphatase, biochemical, fluorescence intensity, uHTS (AID 1779) | one-dose inhibition, % at 11.5 µM; IC50 in µM for titrated hits | hit rate 0.054% among 290,000 | Tyrosine-protein phosphatase non-receptor type 22 (Homo sapiens) | recombinant LYP phosphatase, fluorescence intensity; higher % means a stronger effect; in the data active = inhibition above about 50%;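 note: plate controls were vehicle with enzyme for no effect and no enzyme for full effect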
# Dengue-2 NS5 capping – Dengue-2 NS5 methyltransferase inhibitors, primary screen, biochemical, confirmation dose response (AID 588689); Genome polyprotein (Dengue virus type 2 (strain 16681-PDK53)); Dengue-2 NS5 methyltransferase capping enzyme assay, biochemical; higher % means a stronger effect; one-dose inhibition, % at 25 µM; IC50 in µM for titrated hits; hit rate 0.3% among 340,000; in the data active = a potency from the dose series
# UTI89 phage lysis – inhibition of K1F phage lysis, E. coli UTI89, bacterial capsule biogenesis inhibitors, alamar blue (AID 488966); hit rate 0.02% among 340,000; one-dose inhibition, % at 100 µM; IC50 in µM for titrated hits; E. coli UTI89 K1F phage lysis, alamar blue, 2 h; higher % means a stronger effect;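 active = phage lysis inhibition, versus mean bacterial control, above a set limit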;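 note: capsule biogenesis inhibitors block K1F phage lysis so surviving cells raise fluorescence; higher fluorescence means more inhibition of phage lysis; actives were called in the ten point dose series up to 300 µM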
# Autophagy mod – autophagy modulators in MEF cells, primary screen, imaging, high-content, MEF GFP-LC3; MEF GFP-LC3 puncta imaging; test concentration mostly 10 µM; calls only at 10 µM (by protocol); hit rate 0.98% among 190,000; AID 463193, 2010;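 active = percentage of spot-positive cells more than 3 SD above its plate mean, without a fluorescence outlier flag or 80% toxicity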;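 note: spot-positive cell cutoff set from DMSO-treated cells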
# NTR1 agonist – agonists of NTR1, primary screen, imaging, U2OS cells, beta-arrestin-GFP, high content (AID 493036); NTR1-U2OS beta-arrestin-GFP spot imaging, agonist mode; hit rate 0.17% among 330,000; Neurotensin receptor type 1 (Homo sapiens), P30989; activation, % at 20 µM;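 active = activation at or above 40% of the spot to cytoplasm intensity ratio, with at least 20 cells analyzed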;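 note: 0% = DMSO without peptide and 100% = 100 nM NTR1 peptide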
# Target sequence (P30989 whole entry, looked up): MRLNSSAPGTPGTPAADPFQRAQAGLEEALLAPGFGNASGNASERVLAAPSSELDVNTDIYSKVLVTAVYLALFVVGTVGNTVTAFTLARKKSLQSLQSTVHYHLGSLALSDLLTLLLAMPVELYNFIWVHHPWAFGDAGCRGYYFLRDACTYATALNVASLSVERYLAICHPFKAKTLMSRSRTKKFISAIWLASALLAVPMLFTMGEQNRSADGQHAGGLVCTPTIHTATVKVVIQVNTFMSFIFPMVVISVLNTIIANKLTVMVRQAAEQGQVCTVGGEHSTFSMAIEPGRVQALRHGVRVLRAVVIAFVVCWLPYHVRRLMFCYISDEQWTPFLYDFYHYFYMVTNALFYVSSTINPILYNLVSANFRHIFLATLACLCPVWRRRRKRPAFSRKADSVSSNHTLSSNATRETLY
# WT yeast gro inh – growth inhibition of WT strain, primary screen, mitochondrial fusion inhibitor project, WT and mutant strains, chemical genetic; mitochondrial fusion phenotypic screen; inhibition, % at 10 µM; hit rate 2.1% among 190,000; AID 1362, 2008; in the data active = inhibition above about 58%; tested in S. cerevisiae
# RSV antiviral HEp-2 – RSV antiviral activity via CPE protection, HEp-2 cells, primary 10 µM value included (AID 2391); HEp-2 cells, RSV-induced CPE inhibition; higher % means a stronger effect; CPE inhibition, % at 10 µM, or IC50 in µM where a hit was titrated; hit rate 0.13% among 310,000; in the data active = a potency from the dose series; note: strong numbers were not always called active
# GPR35 antagonists – GPR35 antagonists blocking zaprinast-driven arrestin recruitment, primary screen, imaging, U2OS, beta-arrestin-GFP, zaprinast agonist (AID 2058); G-protein coupled receptor 35 (Homo sapiens); U2OS GPR35 beta-arrestin-GFP translocation imaging, zaprinast antagonism; higher % means a stronger effect; one-dose inhibition, % at 10 µM; IC50 in µM for titrated hits; hit rate 0.052% among 290,000;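 active = inhibition of at least 50% with at least 30 cells and total cytoplasm GFP at most 10,000,000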
# AID2073 – inhibitors of Mint1-CaV2.2 protein interaction, biochemical, HTRF (AID 2073); HTRF protein-protein interaction, Mint1-CaV2.2; higher % means a stronger effect; one-dose inhibition, % at 20 µM; IC50 in µM for titrated hits; hit rate 0.19% among 290,000; in the data active = inhibition mostly above about 51%, no sharp cut-off; note: some results filed as inactive read as strong as hits
# WT yeast gro inh mutant strain – further read-out of WT yeast gro inh, marked with its call; inhibition, %; mitochondrial fusion phenotypic screen, mutant strain inhibition
# Autophagy mod cell loss 18 h – also measured in Autophagy mod; calls as there; toxicity, %; measured here: cell loss, nuclei count;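 cell loss after 18 h compound exposure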
# NTR1 agonist cell count 20 µM – further read-out of NTR1 agonist, marked with its call; cell count; measured here: cell count, cytotoxicity flag
# * hit, by the source's call; i = inactive; x = not tested or not shown; [ ] = another dose, or the depositor's remark.
SMILES,LYP phosphatase,Dengue-2 NS5 capping,UTI89 phage lysis,Autophagy mod,Autophagy mod cell loss 18 h,NTR1 agonist,NTR1 agonist cell count 20 µM,WT yeast gro inh,WT yeast gro inh mutant strain,RSV antiviral HEp-2,GPR35 antagonists,AID2073
CCOC(=O)c1[nH]c2ccc(OC)cc2c1NC(=S)N1CCN(c2ccccn2)CC1,-7%,0%,0.2%,i,12,1.7,70,10,9,5.1%,-6%,15%
COc1ccc(S(=O)(=O)c2ccccc2)cc1NC(=O)c1c(F)cccc1F,-8%,-2%,0.3%,x,x,0.8,85,x,x,6.6%,9%,5%
CCOc1ccc(N(CC(=O)N2CC=C(c3ccccc3)CC2)S(=O)(=O)c2c(C)noc2C)cc1,7%,-2%,-3.0%,i,18,0.3,49,-1,-5,2.6%,29%,-3%
CCN(CC)C(=O)CS(=O)(=O)CC(=O)Nc1cc(OCCOC)c(Cl)cc1Cl,-6%,-5%,1.1%,i,-28,5.1,15,-2,5,0.2%,15%,-8%
CSc1cccc(N=C2C(=O)Nc3ccccc32)c1,-4%,-2%,1.3%,x,x,0.6,62,x,x,2.4%,4%,6%
CCCn1c(C(C)Nc2nc(-c3cccc(Br)c3)cs2)nc2ccccc21 (centres undefined),-5%,-2%,0.5%,x,x,7.7,56,x,x,0.7%,-3%,-12%
CCc1cc(=O)oc2cc(C)cc(OCC(C)=O)c12,-7%,x,x,x,x,-0.7,50,x,x,1.8%,-2%,26%
CN(C(=O)CCc1nnc(CCCCc2ccccc2)o1)C1CCOCC1,-6%,-11%,-0.2%,i,38,-0.1,90,14,13,-1.1%,17%,0%
COc1cc(NC(=O)c2cccc(COCC(F)(F)C(F)F)c2)cc(OC)c1OC,2%,-7%,-6.6%,i,3,-2.1,55,-47,-16,2.8%,6%,0%
COc1ccc(-n2c(SCC(=O)Nc3cc(C)on3)nc3ccc(O)cc3c2=O)cc1OC,2%,-6%,0.1%,i,-9,0.5,99,-4,1,0.5%,4%,-33%
O=C1NC(=Nc2cccc(O)c2)S/C1=C\c1cccnc1,-5%,3%,0.2%,x,x,-0.4,65,x,x,0.7%,7%,-17%
CCOC(=O)C1CCCN(c2c(N3CCN(c4ccccn4)CC3)c(=O)c2=O)C1 (centres undefined),1%,-1%,-1.6%,i,-1,-1.2,64,-21,9,-0.1%,2%,-5%

# Taken from above:
# Reading of O=C1NC(=Nc2cccc(O)c2)S/C1=C\c1cccnc1 in AID2073: -17%
# Reading of COc1ccc(S(=O)(=O)c2ccccc2)cc1NC(=O)c1c(F)cccc1F in GPR35 antagonists: 9%
# Reading of CCc1cc(=O)oc2cc(C)cc(OCC(C)=O)c12 in NTR1 agonist: -0.7
# Reading of COc1ccc(-n2c(SCC(=O)Nc3cc(C)on3)nc3ccc(O)cc3c2=O)cc1OC in LYP phosphatase: 2%
# Reading of CCOC(=O)C1CCCN(c2c(N3CCN(c4ccccn4)CC3)c(=O)c2=O)C1 (centres undefined) in WT yeast gro inh: -21

# Returning to the listing, starting four compounds before the break.
SMILES,LYP phosphatase,Dengue-2 NS5 capping,UTI89 phage lysis,Autophagy mod,Autophagy mod cell loss 18 h,NTR1 agonist,NTR1 agonist cell count 20 µM,WT yeast gro inh,WT yeast gro inh mutant strain,RSV antiviral HEp-2,GPR35 antagonists,AID2073
COc1cc(NC(=O)c2cccc(COCC(F)(F)C(F)F)c2)cc(OC)c1OC,2%,-7%,-6.6%,i,3,-2.1,55,-47,-16,2.8%,6%,0%
COc1ccc(-n2c(SCC(=O)Nc3cc(C)on3)nc3ccc(O)cc3c2=O)cc1OC,2%,-6%,0.1%,i,-9,0.5,99,-4,1,0.5%,4%,-33%
O=C1NC(=Nc2cccc(O)c2)S/C1=C\c1cccnc1,-5%,3%,0.2%,x,x,-0.4,65,x,x,0.7%,7%,-17%
CCOC(=O)C1CCCN(c2c(N3CCN(c4ccccn4)CC3)c(=O)c2=O)C1 (centres undefined),1%,-1%,-1.6%,i,-1,-1.2,64,-21,9,-0.1%,2%,-5%
Cc1ccc(C)c(OCc2cc(C(=O)N3CCN(c4ccccc4)CC3)no2)c1,-2%,3%,0.8%[50 µM],x,x,1.0,50,x,x,7.0%,20%,7%
Cc1cc(Br)ccc1NC(=O)C(C)c1ccc([N+](=O)[O-])cc1 (centres undefined),-1%,-7%,0.2%,i,6,-1.0,79,-10,-6,5.7%,7%,1%
CCOc1ccc([N+](=O)[O-])c(N)c1,-3%,0%,-0.2%[50 µM],i,-4,1.6,48,2,2,5.8%,6%,-7%
CN(CC(=O)NCC1CCCO1)S(=O)(=O)c1cc(Cl)ccc1Cl (centres undefined),-8%,-7%,1.8%,i,27,-0.4,54,-17,-13,1.1%,10%,-4%
O=C(NCc1ccc(Cl)cc1)N1CCN(S(=O)(=O)c2ccccc2)CC1,-9%,-1%,0.2%,x,x,-0.1,59,x,x,5.8%,16%,11%
Cc1nn(C)cc1C(C(=O)NC1CCCCC1)N(CCc1ccccc1)C(=O)c1cnccn1 (centres undefined),-10%,-2%,-0.1%,i,2,0.1,46,6,-5,1.4%,12%,5%
CCOc1ccccc1C1CC(=O)Nc2cc(C)c(C)cc21 (centres undefined),-4%,-8%,0.6%,x,x,4.5,59,x,x,-1.3%,-3%,0%
O=C(Nc1nnc(S(=O)(=O)N2CCCCC2)s1)c1ccc(Cl)cc1,-8%,-3%,-1.2%,x,x,2.0,38,x,x,6.7%,-10%,13%
CC(=O)c1ccc(N(C(=O)c2ccco2)C(C(=O)NC2CCCC2)c2ccc(N3CCOCC3)cc2)cc1 (centres undefined),-6%,-5%,0.0%,i,-23,-0.6,89,-1,7,3.4%,17%,-17%
CCCn1c(SCC(=O)Nc2cccc(F)c2)nc(O)cc1=O,x,-4%,0.5%[50 µM],x,x,1.1,68,x,x,0.1%,x,x
COc1ccc(S(=O)(=O)Oc2cccc(C(=S)N3CCOCC3)c2)cc1,-8%,-2%,-0.3%,x,x,-0.8,58,x,x,2.3%,-3%,-4%
Cc1nc(C(C)NC(=O)CCc2nnc(-c3ccsc3)o2)cs1 (centres undefined),-6%,-2%,0.1%,i,-16,-0.2,63,-6,-1,4.0%,-6%,13%
CCCCC(C)(O)C/C=C/[C@H]1[C@H](O)CC(=O)[C@@H]1CCCCCCC(=O)OC (some centres undefined),7%,x,x,i,13,x,x,-10,-14,x,-17%,17%
Cc1cccc(C)c1NC(=O)Cn1nc(C)n2cccc2c1=O,-10%,-12%,6.4%,x,x,0.5,51,x,x,-0.6%,-2%,15%
CCn1nc(NC(=O)COC)c2cc3cc(C)ccc3nc21,-6%,-10%,1.7%[50 µM],x,x,-1.3,93,x,x,1.5%,-1%,5%
Cc1nn(C)cc1/C=N\NC(=O)c1csc2c1CCCC2,2%,3%,0.0%,x,x,1.7,37,x,x,1.1%,-4%,16%
Cc1ccc(CNC(=O)CN2C(=O)COc3ccc(S(=O)(=O)N4CCCCC4)cc32)o1,-7%,-8%,0.2%,x,x,0.8,63,x,x,0.6%,-1%,26%
CCOC(=O)c1cc2cc(CC(=O)c3ccc(OCC)cc3O)ccc2o1,2%,-5%,1.5%,i,-2,-4.1,76,18,33,1.9%,-6%,13%
CCCCCCCCCCOC(=O)Cn1c(COc2ccccc2OC)[n+](C)c2ccccc21,-8%,-2%,-0.5%,x,x,18,36,x,x,-1.3%,16%,11%
C/C(=N\Nc1nc(Nc2ccccc2)nc(N2CCOCC2)n1)c1cccs1,3%,x,0.2%,i,-9,2.6,58,17,12,4.4%,-8%,4%
O=C(Cc1n[nH]c(=O)c2ccccc12)OCC(=O)c1ccccc1Cl,x,-6%,0.9%[50 µM],x,x,0.2,43,x,x,-1.8%,x,x
Cc1nc(CSc2nsc(C)c2C#N)cs1,0%,-6%,0.2%,i,-4,-2.2,87,-5,7,0.2%,3%,14%
Cc1ccccc1NC(=O)c1ccc(N/N=C/c2ccccc2O)c([N+](=O)[O-])c1,-6%,3%,0.2%,i,-26,-0.8,45,-17,2,1.9%,-3%,13%
CC(C)C[C@H](NC(=O)OC(C)(C)C)C(=O)N1CCC(C(=O)N[C@@H](Cc2c[nH]c3ccccc23)C(=O)O)CC1,-7%,3%,1.4%[50 µM],x,x,-1.9,94,x,x,2.6%,16%,6%
COc1cc(/C(C)=N/Nc2ccc(C(=O)O)cc2)cc(OC)c1OC,4%,-4%,3.9%,i,9,-1.0,75,-19,2,2.2%,-14%,-5%
c1ccc2c(CSCCc3ccncc3)cccc2c1,-3%,-12%,0.4%,i,-21,-0.1,56,7,8,7.7%,3%,-11%
COc1ccc(-c2ccc(CCC(=O)O)o2)cc1,-6%,37%,-0.6%,i,-6,-0.5,48,-18,-7,2.6%,9%,34%
O=C(CSc1nncc2ccccc12)N1CCOCC1,-6%,2%,1.4%,i,-7,-0.7,45,4,-15,2.8%,-3%,-3%
CCN(CC)S(=O)(=O)c1ccc(NC(=O)COC(=O)c2ccc(-n3nc(C)cc3C)cc2)cc1,-1%,-3%,-1.0%,i,-1,2.5,73,0,3,0.0%,13%,5%
O=C(Nc1ccc(Cl)cc1)N1CCCC(Cn2cccc2)C1 (centres undefined),-5%,-5%,0.0%,x,x,-1.6,56,x,x,0.3%,-7%,3%
Cc1cc(Cl)ccc1OCC(=O)OC(C)C(=O)N(C)C (centres undefined),-2%,2%,-0.3%,i,16,-0.5,51,-25,1,1.6%,-7%,-4%
CCN1CCCC1CNCc1cccc(OC)c1OCc1ccccc1F (centres undefined),-8%,-2%,0.1%[50 µM],i,0,0.0,64,7,-7,-1.6%,-15%,-3%
COc1ccc(C(=O)NC(=S)Nc2ccc3c4c(cccc24)CC3)cc1OC,7%,-6%,1.2%,i,8,7.8,67,0,-24,5.1%,-11%,4%
CSc1nc2c(c(=O)[nH]c(=O)n2C)n1Cc1ccccc1Cl,-7%,-4%,0.5%,x,x,2.4,59,x,x,1.8%,9%,9%
O=C(Nc1ccccc1O)c1ccc2c(c1)C(=O)N(Cc1ccco1)C2=O,-4%,-4%,0.1%,x,x,0.0,58,x,x,0.7%,-6%,12%
O=C(Cn1ccc(NC(=O)OCc2ccccc2)nc1=O)NCc1ccc2[nH]ccc2c1,x,-10%,0.2%,x,x,-1.0,59,x,x,-0.6%,x,x

# Screening results as filed in PubChem.
